# Screening results as filed in PubChem BioAssay.
# NCI-60 one-dose screen, 48 h, at 10 µM unless noted. Numbers give growth in % (100 = growth as untreated, 0 = no growth, -100 = all killed).
# SNB-75 = SNB-75 CNS cancer; 79,000 compounds, 5% hits; AID 1794750
# SW-620 = SW-620 colon cancer; 82,000 compounds, 5.2% hits
# HCT-15 = HCT-15 colon cancer | 82,000 compounds, 5.2% hits
# HCT-116 = HCT-116 colon cancer; 82,000 compounds, 7.3% hits
# SF-268 = SF-268 CNS cancer cells; 82,000 compounds, 3.1% hits
# HT29 = HT29 colon cancer; 81,000 compounds, 7.4% hits
# HCC-2998 = HCC-2998 colon cancer. 79,000 compounds, 4.7% hits
# SNB-19 = SNB-19 CNS cancer cells. AID 1794751. 81,000 compounds, 2.5% hits
# KM12 = KM12 colon cancer cells. 82,000 compounds, 5% hits
# * marks the source's active call; other numbers are inactive results; x = not tested or not shown; & = joins results of further samples. Rule for the calls: active = growth percent below 10; inactive = the rest.
SMILES,SNB-75,SW-620,HCT-15,HCT-116,SF-268,HT29,HCC-2998,SNB-19,KM12
O=C1OC=N/C1=C/c1ccccc1,93,104,103,115,109,107,131,110,113
O=C(O)CNC(=O)CNC(=O)C(Br)Cc1ccccc1 (stereo not drawn),105,101,111,106,106,115,97,98,105
CS(=O)(=O)Nc1ccc(C(=O)NC(C(=O)NO)c2ccc(-c3ccncc3)cc2)cc1 (stereo not drawn),101,107,103,113,103,105,101,93,103
CCN1CCN(C(=S)SC(SC(=S)N2CCN(CC)CC2)C(=O)c2nnn(-c3ccc(Cl)cc3)c2C)CC1,95,97,98,84,100,75,124,98,98
Cc1nn(-c2ccc(Cl)cc2)c2c1C(c1ccc(F)cc1)C(C#N)=C(N)O2 (stereo not drawn),79,96,99,99,98,107,95,101,103
CN(C)c1nc(NCCNS(=O)(=O)c2ccc(C(=O)/C=C/c3ccc(Cl)cc3)cc2)nc(N2CCOCC2)n1,45,-67*,-53*,-96*,58,-81*,-94*,60,-77*
C[C@@H](C[C@H](CCO)c1ccccc1)c1ccc2ccccc2c1,-8.1*,-26*,-75*,-94*,-70*,-73*,-83*,-78*,-42*
CCOc1ccc(NC(=O)c2ccc[n+](CCc3ccccc3)c2)cc1,95,104,108,92,100,85,101,96,104
CN(C)c1ccc2c(N(C)C)cc(N(C)C)nc2c1,92,52,92,48,92,34,118,85,78
COc1ccc(NC(=O)c2sc3nc(C)c(C(=O)/C=C/c4cccc(OC)c4)cc3c2N)cc1,11,0.0*,-13*,23,34,1.2*,24,8.9*,26
C/C(=N\O)c1ccc(Cl)cc1,90,100,112,98,127,108,96,104,118
Cc1ccc(=O)n(-c2ccc(-c3nc4ccccc4[nH]3)cc2)c1,81,102,99,94,97,88,106,101,98
COc1ccc(C2c3c(c4ccccc4[nH]c3=O)Oc3ncn4nc(-c5ccco5)nc4c32)cc1 (stereo not drawn),71,103,103,94,95,113,100,100,103
CN=C1Nc2cc(OC)c(OC)c(OC)c2C(c2cc(Cl)ccc2F)S1 (stereo not drawn),87,100,106,70,98,74,101,102,100
C=C1C(=O)O[C@H]2[C@H]1CC/C(COC(=O)NCCc1ccc(OC)c(OC)c1)=C\CC[C@@]1(C)O[C@@H]21,61,19,62,5.7*,80,33,x,90,84
Cc1nc(-c2cc3ccccc3oc2=O)ccc1C(=O)/C=C/c1ccc(Cl)cc1,91,105,96,102,99,105,111,101,106
COc1cc(CN2COCc3c(C(C)(C)C)nn(-c4ccccc4)c32)cc(OC)c1OC,84,93,99,84,107,106,117,87,97
O=C(O)c1ccccc1/C=C\c1ccccc1,98,103,107,89,114,108,100,99,106
COc1cc([N+](=O)[O-])ccc1NC1CCC(=O)N1 (stereo not drawn),94,102,110,92,97,102,100,107,95
O=C(Nc1cnc(Nc2ccc(N3CCOCC3)nc2)nc1Oc1ccc(C(F)(F)F)cc1)c1ccncc1,90,98,97,62,86,101,110,91,91
COc1ccccc1/C=C/c1c(C(=O)O)cccc1[N+](=O)[O-],102,103,107,97,111,103,99,106,104
NC(=O)C1C2CCC(C2)C1C(N)=O (stereo not drawn),93,112,100,108,100,105,110,107,96
Nc1nc(N)c2c(C(=O)Nc3ccc(N4CCN(CCO)CC4)cc3)coc2n1,79,106,102,85,92,87,100,103,102
N=C1NC(=O)C(Cn2c(-c3ccccc3)nc3ccccc32)S1 (stereo not drawn),71,103,109,102,99,106,114,93,101
COc1ncc(-c2ccc3ncnc(Nc4cccc(Cl)c4)c3c2)cc1NS(=O)(=O)C1CC1,-1.1*,51,28,49,43,30,60,50,70

# The list goes on (three carried over from the part before).
SMILES,SNB-75,SW-620,HCT-15,HCT-116,SF-268,HT29,HCC-2998,SNB-19,KM12
Nc1nc(N)c2c(C(=O)Nc3ccc(N4CCN(CCO)CC4)cc3)coc2n1,79,106,102,85,92,87,100,103,102
N=C1NC(=O)C(Cn2c(-c3ccccc3)nc3ccccc32)S1 (stereo not drawn),71,103,109,102,99,106,114,93,101
COc1ncc(-c2ccc3ncnc(Nc4cccc(Cl)c4)c3c2)cc1NS(=O)(=O)C1CC1,-1.1*,51,28,49,43,30,60,50,70
O=C(O)c1cccc2c1C(=O)c1cc([N+](=O)[O-])cc([N+](=O)[O-])c1-2,89,93,97,106,107,106,93,91,102
Cc1ccccc1OC(=O)c1cccc(Cl)c1,86,101,104,103,101,103,100,109,101
CN1CCN(CC#CCOC(=O)CNC(=O)[C@]23CCC(C)(C)C[C@H]2C2=CC[C@@H]4[C@@]5(C)CC[C@H](O)C(C)(C)[C@@H]5CC[C@@]4(C)[C@]2(C)CC3)CC1,81,87,77,76,88,76,106,87,94
COc1cc2oc(-c3cccc(C(=O)Nc4ccccc4)c3)cc(=O)c2c(OC)c1OC,93,101,79,82,83,89,99,96,76
CC(=O)CC(=O)Nc1ccc(C)cc1,83,107,106,96,102,101,110,104,105
Cc1ccc2nc(COc3ccc(C(=O)NNC(=S)NC4CCCCC4)cc3)[nH]c2c1,91,86,94,98,83,98,113,78,84
CC(=O)OC(Cc1ccccc1)(c1ccccc1)C(C)CN1CCN(C)CC1 (stereo not drawn),67,99,97,99,96,100,91,91,95
Cc1cc(N=Nc2cc(S(=O)(=O)O)c3ccccc3c2N)ccc1-c1ccc(N=Nc2cc(S(=O)(=O)O)c3ccccc3c2N)cc1C,104,108,114,106,125,102,114,107,113
CC(/C=C/c1ccc(Br)cc1)c1ccc(Br)cc1 (stereo not drawn),78,109,100,91,102,89,107,96,106
N=C(N)N=Nc1ccc(NN=C(N)N)c2ccccc12,73,103,110,89,x,99,106,52,109
CC(C)(C)[Si](C)(C)O[C@@H](CCO)C[C@H](CCCc1ccccc1)c1cc2ccccc2s1,79,94,92,65,84,69,108,113,87
COc1ccccc1NOC(=O)CCOc1ccccc1,103,107,103,104,106,102,x,100,107
O=C(c1nc2ccccc2[nH]1)C1C(c2ccc(Br)cc2)C2CSCN2[C@@]12C(=O)Nc1ccccc12 (stereo partly drawn),68,81,67,59,71,80,79,67,60
CC(C)(C)SC(=S)SCC(=O)c1ccc(F)cc1,57,98,78,70,71,101,107,70,55
CC(C#N)(c1ccccc1)c1ccccc1,99,101,101,111,121,110,99,112,109
NS(=O)(=O)c1ccc(NCCC(=NCCO)c2ccccc2)cc1,86,96,102,97,96,102,103,98,107
COc1cc(OC)c(C(=O)/C=C/c2ccc3c(Cl)cc(Cl)c(O)c3n2)c(OC)c1,64,43,34,45,67,50,64,70,44
CN(C)c1nc(N(C)C)nc(N(C)C)n1,102,99,102,100,106,90,89,119,99
N#Cc1c(Oc2ccc(Cl)cc2)nc2sc3cc(Cl)c(Cl)cc3n2c1=O,90,109,102,98,112,108,110,94,114
Clc1ccc(Cn2c(-c3cccs3)nc3ccccc32)c(Cl)c1,56,87,77,74,110,78,105,107,94
C[Si](C)(O)CCl,124,101,111,93,107,99,98,114,104
CC(C)(C)c1ccc(C(O)CCCN2CCC(C(O)(c3ccccc3)c3ccccc3)CC2)cc1 (stereo not drawn),x,-77*,-74*,-100*,-66*,-93*,-90*,4.5*,-74*
CNC(=O)c1cc(-n2ccc3cc(NC(=O)c4cc(C(F)(F)F)cc(C(F)(F)F)c4)ccc32)ccn1,100,99,90,97,98,95,111,92,97
CN(C)c1ncnc2c1ncn2C,113,97,95,98,102,106,101,99,97
COc1ccc(N=Nc2ccc(O)cc2)cc1,80,89,76,101,66,106,77,86,74

# (listing goes on)
SMILES,SNB-75,SW-620,HCT-15,HCT-116,SF-268,HT29,HCC-2998,SNB-19,KM12
O=C1NCCN1c1ccccc1,101,103,109,104,108,102,100,111,102
O=C(O)CCC(=O)NCC1CCCC(CNC(=O)CCC(=O)O)C1 (stereo not drawn),92,106,103,115,116,113,115,102,x
O=C1/C(=C/c2cccs2)SC(=S)N1CC(=S)C1C=CS(=O)(=O)C1 (stereo not drawn),78,105,77,90,77,110,88,85,88
O=c1c(/C=c2\sc3nc4ccccc4n3c2=O)coc2ccccc12,93,94,101,97,99,105,100,96,102
CC(O)CC(=O)NN (stereo not drawn),87,104,97,95,106,105,x,99,107
C[C@@H]1CC[C@]2(C)[C@H](CC[C@@H]3O[C@@]32C)[C@@]1(C=O)CCc1ccoc1,84,100,95,99,98,112,118,94,107
COc1ccc(-c2nc(-c3ccc(OC)cc3)c3ccccc3n2)cc1,81,98,92,99,90,91,100,97,92
CC(=O)OC[C@@]1(C)C2CC[C@]3(C)C(CC=C4C5CC(C)(C)CC[C@]5(C(=O)Nc5ccccc5)CC[C@]43C)[C@@]2(C)C[C@@H](OC(C)=O)[C@@H]1OC(C)=O (stereo partly drawn),58,36,25,25,53,29,42,40,49
COc1cc(/C=N/Nc2ccccc2Br)cc(OC)c1OC,99,83,64,75,84,86,105,93,67
C=CCc1cc(CN2CC(C)OC(C)C2)c(O)c(OC)c1 (stereo not drawn),98&94,108&117,109&103,110&105,107&111,98&112,119&106,106,103&117
NC(CSCCc1ccncc1)C(=O)O (stereo not drawn),84,103,98,107,102,110,114,111,108
CCCC[C@@H](CC)COC(=O)C(C#N)=C(c1ccccc1)c1ccccc1,118,84,79,59,98,81,103,89,72
CC1=C(C(=O)/C=C/c2ccccc2O)C(c2ccccc2)NC(=S)N1 (stereo not drawn),72,106,99,97,97,115,118,100,104
O=C(c1ccc(O)cc1)[C@@H]1CN[C@]2(C(=O)Nc3ccccc32)[C@H]1c1ccc(F)cc1,100,105,98,102,99,108,95,95,101
COc1ccc(-c2ccc(OC)c(OC)c2OC)c(OC)c1OC,92,99,97,106,106,99,105,103,96
CC(C)(C)c1cc(Cc2cc(C(C)(C)C)c(O)c(C(C)(C)C)c2)cc(C(C)(C)C)c1O,82,95,x,80,75,90,90,91,97
O=C1OC(/C=C/c2ccccc2)=NC/1=C/c1ccccc1[N+](=O)[O-],82,103,98,104,100,98,104,104,102
CC(=O)c1ccc(OCC(=O)Nc2nc(-c3ccc(C)cc3)cs2)cc1,98,110,100,98,103,105,96,103,106
Oc1ccccc1C1SC(c2ccccc2O)SC(c2ccccc2O)S1 (stereo not drawn),46,97,84,94,72,80,84,96,49
COc1ccccc1-c1nc2cc(C(=O)NCc3ccccc3)ccc2n1C1CCCCC1,93,103,82,80,99,97,111,105,89
CCN(CC)C(=S)Sc1ccc2c(c1)C(=O)c1ccccc1C2=O,111,98,92,83,108,92,105,95,93
CC(=O)Cc1ccc([N+](=O)[O-])cc1[N+](=O)[O-],93,104,101,101,107,99,97,107,107
COc1cc(/C=C/C(=O)/C=C(/C=C/c2cc(OC)c(OC(=O)C(C)c3ccc(CC(C)C)cc3)c(OC)c2)OB(F)F)cc(OC)c1OC(=O)C(C)c1ccc(CC(C)C)cc1 (stereo not drawn),78,103,106,98,94,103,105,101,100
CC(=O)O[C@@H]1C2CCC3C(CC[C@@]4(C)C3CC[C@@H]4C(C)N(C)C)[C@@]2(C)CC[C@@H]1NC(=O)C=C(C)C (stereo partly drawn),12,-65*,-58*,-55*,-23*,-39*,-24*,66,9.2*
CN(CCO)c1cnn(CCO)c(=O)c1Cl,94,107,117,104,107,105,113,91,101

# Next entries follow:
SMILES,SNB-75,SW-620,HCT-15,HCT-116,SF-268,HT29,HCC-2998,SNB-19,KM12
CCC(C)[C@H](NC(=O)NC(=O)NC(=O)CI)C(=O)OC (stereo partly drawn),92,9.4*,15,65,94,42,103,94,100
O=C(O)c1ccc(-n2cc(CNc3ccc(F)c(Cl)c3)c(-c3ccc(F)cc3)n2)cc1,105,106,72,96,103,110,99,96,99
CC(=O)OCCCOCCCOc1ccccc1,101,107,114,99,103,108,104,102,105
NC1=C(Cl)C(=O)C(N)=C(Cl)C1=O,118,108,77,92,109,112,97,102,102
CN1CCC(n2cc(Nc3ncc4c(=O)n(-c5c(Cl)cccc5Cl)cc(Br)c4n3)cn2)CC1,17,21,17,5.7*,40,6.5*,31,42,15
CCCCCC(=O)OCCCC1CCCO1 (stereo not drawn),90,109,105,109,99,108,100,104,106
CC(=O)Oc1c(Cl)c(Cl)c(Cl)c(Cl)c1Cl,80,102,95,99,96,100,95,96,103
O=C(CNC(=O)OCc1ccccc1)NCC(=O)Oc1ccc([N+](=O)[O-])cc1,109,96,105,94,108,99,x,111,102
CC(=O)Nc1ncc(Cc2cc(Cl)ccc2Cl)s1,90,111,72,87,98,94,112,97,88
O=C(CCCC(=O)N/N=C/c1cc(Cl)ccc1O)N/N=C\c1cc(Cl)ccc1O,59,31,28,25,26,55,29,48,28
N#Cc1c(-c2ccc(Cl)cc2)nc(NN)nc1N1CCOCC1,73,95,103,98,95,106,109,95,102

# Given tab-delimited: entries from further up
Compound	SNB-75	SW-620	HCT-15	HCT-116	SF-268	HT29	HCC-2998	SNB-19	KM12
NC1=C(Cl)C(=O)C(N)=C(Cl)C1=O	118	108	77	92	109	112	97	102	102
CN1CCC(n2cc(Nc3ncc4c(=O)n(-c5c(Cl)cccc5Cl)cc(Br)c4n3)cn2)CC1	17	21	17	5.7*	40	6.5*	31	42	15
CCCCCC(=O)OCCCC1CCCO1 (stereo not drawn)	90	109	105	109	99	108	100	104	106
CC(=O)Oc1c(Cl)c(Cl)c(Cl)c(Cl)c1Cl	80	102	95	99	96	100	95	96	103
O=C(CNC(=O)OCc1ccccc1)NCC(=O)Oc1ccc([N+](=O)[O-])cc1	109	96	105	94	108	99	x	111	102

# Profiles from above. Screens in order: SNB-75, SW-620, HCT-15, HCT-116, SF-268, HT29, HCC-2998, SNB-19, KM12
# O=C(O)c1ccccc1/C=C\c1ccccc1 is listed as 98, 103, 107, 89, 114, 108, 100, 99, 106
# COc1ccc(C2c3c(c4ccccc4[nH]c3=O)Oc3ncn4nc(-c5ccco5)nc4c32)cc1 (stereo not drawn) is listed as 71, 103, 103, 94, 95, 113, 100, 100, 103
